L929 necroptosis = inhibitors of zVAD-triggered necroptosis, primary screen, L929 cells | L929 zVAD necroptosis rescue, ATP luminescence, 24 h; with zVAD 60 µM | 220,000 compounds, 0.38% hits | viability rescue, % at 10 µM;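 active means activation, scaled between plate controls, above about 75%, limit read from the data; inactive means activation under that limit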;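 further: 0% = zVAD with DMSO and 100% = DMSO alone without zVAD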
TNF death inh = inhibitors of TNF-alpha triggered necroptosis, primary screen, cell-based, Jurkat FADD-/-, single concentration; AID 463075, 2010; activation (protection from cell death), % at 10 µM; 220,000 compounds, 0.068% hits; Jurkat FADD-/- TNF necroptosis rescue, ATP luminescence, 24 h; 0 = TNF only, 100 = no-TNF cells;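 active means activation, meaning protection from cell death, of at least 50% relative to plate controls; inactive means activation below 50%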;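 further: necroptosis triggered by 40 ng/mL TNF-alpha added together with compound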
FXIa inh 1536 = human FXIa protease inhibitors, primary screen, biochemical, 1536-well | Coagulation factor XI (Homo sapiens), P03951 | purified FXIa, Boc-Glu-Ala-Arg-AMC fluorogenic substrate | inhibition, % at 5 µM | 220,000 compounds, 0.14% hits;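 active means inhibition of at least 40%; inactive means inhibition below 40%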;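 further: fluorescence of freed AMC excited at 355 nm; 0% = enzyme without compound and 100% = no enzyme blank; many of its hits are not listed in these tables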
Tb hexokinase = Trypanosoma brucei hexokinase 1 inhibitors, primary screen, biochemical, G6PDH-coupled NADH absorbance, MLSCN library; inhibition, % at 10 µM; recombinant TbHK1, G6PDH-coupled NADH A340; 220,000 compounds, 0.11% hits; hexokinase 1 [Trypanosoma brucei];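 active means inhibition of 50% or more in the single-dose primary screen; inactive means inhibition below 50%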
PPC-1+TRAIL kill = compounds killing PPC-1 cancer cells with TRAIL present, primary screen, TRAIL potentiator project, ATPLite luminescence, uHTS | PPC-1 cells + TRAIL, ATPLite viability luminescence | cell killing (% activity), % at 4 µM | 220,000 compounds, 0.41% hits | AID 1443, 2008;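 active means cell killing above 50% in the first pass at 4 µM, then a duplicate retest at 5 µM averaging 50% or more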;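 further: plate controls were cells with TRAIL plus DMSO for no effect and medium-only wells lacking cells for full effect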
Wee1 degr inh = Wee1 degradation inhibitors, primary screen, cell-based, HeLa, Wee1K328M-luciferase, luminescence; HeLa Luc-Wee1K328M stability; 100% = proteasome inhibitor MG132 effect; reporter increase, % at 5 µM; 220,000 compounds, 1.2% hits; Wee1-like protein kinase (Homo sapiens), P30291;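 active means activation above the mean of all tested compounds plus 3 SD, set per screening run, cut at about 8.8% in these data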;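 further: cells exposed to compound for 20 h before luminescence read; 0% = DMSO alone and 100% = MG132 at 30 µM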
FXIIa inh = human FXIIa protease inhibitors, primary screen, biochemical, 1536-well. 220,000 compounds, 0.3% hits. inhibition, % at 5 µM. purified FXIIa, Boc-QGR-AMC fluorogenic substrate, 2 h. AID 800, 2007; in the data active means inhibition above about 40%;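 further: 0% = enzyme with no compound and 100% = blank without enzyme; many of its hits are not listed in these tables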
Target sequence (P00748 20-372 limits assumed): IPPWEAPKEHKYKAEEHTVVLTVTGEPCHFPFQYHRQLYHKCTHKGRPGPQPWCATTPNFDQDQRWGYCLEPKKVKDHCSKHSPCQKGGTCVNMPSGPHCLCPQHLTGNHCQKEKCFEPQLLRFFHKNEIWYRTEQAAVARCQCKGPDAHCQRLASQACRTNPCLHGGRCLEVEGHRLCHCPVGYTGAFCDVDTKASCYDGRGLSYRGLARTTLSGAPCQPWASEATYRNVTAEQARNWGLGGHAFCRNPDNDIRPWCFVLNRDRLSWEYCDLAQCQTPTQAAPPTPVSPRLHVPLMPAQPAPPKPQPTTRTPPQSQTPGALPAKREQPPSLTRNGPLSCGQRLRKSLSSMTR
Target sequence (P00748 373-615 limits assumed): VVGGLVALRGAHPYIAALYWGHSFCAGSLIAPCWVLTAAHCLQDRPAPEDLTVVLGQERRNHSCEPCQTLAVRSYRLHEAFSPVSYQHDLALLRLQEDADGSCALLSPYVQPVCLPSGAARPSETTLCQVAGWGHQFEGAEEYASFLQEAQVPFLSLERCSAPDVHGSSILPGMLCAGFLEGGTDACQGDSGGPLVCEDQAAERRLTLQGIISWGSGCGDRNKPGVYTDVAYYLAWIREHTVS
CHOP inh = inhibitors of CHOP promoter induction, primary screen, cell-based, unfolded protein response, luciferase reporter. CHO-K1 CHOP-promoter luciferase, tunicamycin-induced, 15-18 h. inhibition, % at 10 µM. 220,000 compounds, 3.8% hits. AID 2732, 2010;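 active means compounds that reduced the stress-induced luciferase reporter signal by more than about 70% of percent inhibition, limit read from the data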;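 further: 0% = tunicamycin plus vehicle and 100% = wells without tunicamycin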
PGE2 EP2 inh = human EP2 receptor antagonists, primary screen, TR-FRET cAMP, C6 glioma cells; Prostaglandin E2 receptor EP2 subtype (Homo sapiens), P43116; C6 glioma cells expressing human EP2; cells stimulated with saturating PGE2; inhibition, % at 25 µM; 260,000 compounds, 0.52% hits; AID 1422, 2008;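 active means percent inhibition above 40 after rounding to a whole number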;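 further: rat C6 glioma host cells with rolipram phosphodiesterase inhibitor present; the protocol text gives 20 µM as final concentration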
Target sequence (P43116 whole entry, looked up): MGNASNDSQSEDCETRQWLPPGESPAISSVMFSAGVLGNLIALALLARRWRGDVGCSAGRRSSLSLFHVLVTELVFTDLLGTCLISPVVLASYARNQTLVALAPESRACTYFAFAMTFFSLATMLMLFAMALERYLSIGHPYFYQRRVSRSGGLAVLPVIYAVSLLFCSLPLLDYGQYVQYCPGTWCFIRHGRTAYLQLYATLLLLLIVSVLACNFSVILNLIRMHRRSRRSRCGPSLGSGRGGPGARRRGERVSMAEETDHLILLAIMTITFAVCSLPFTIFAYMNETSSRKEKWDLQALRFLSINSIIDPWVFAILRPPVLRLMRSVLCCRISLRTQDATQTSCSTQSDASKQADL
Numbers without * were called inactive; / = not tested or not shown; & = joins results of further samples. Some of the compounds tested; the hit share may differ from the screen's.

SMILES	L929 necroptosis	TNF death inh	FXIa inh 1536	Tb hexokinase	PPC-1+TRAIL kill	Wee1 degr inh	FXIIa inh	CHOP inh	PGE2 EP2 inh
Cc1cc(C)cc(N(C(=O)c2sc(C)nc2C)C(C(=O)NC(C)(C)C)c2ccncc2)c1 (stereo not given)	0.1	-0.5	-2	6	5	6	11	12	6&5
Cc1ccc(CNC(=O)COC(=O)CCCOc2ccc(Cl)cc2Cl)cc1	0.9	0.9	6	3	17	1	4	31	2
Cn1c(N2CCOCC2)nc(-c2ccccc2)c1-c1ccccc1	0.0	-1.8	-8	-4	14	-1	-2	32	6
Cc1ccc(S(=O)(=O)N2CCN(S(=O)(=O)N3CCCCCC3)CC2)cc1	1.2	1.3	2	-2	6	-1	7	-4	4
CCSc1ccc2nnc(-c3cccs3)n2n1	0.2	-2.2	-1	-5	6	3	8	0	9
Cc1ccc(C(=O)N2CCCC(c3nc4c(nnn4Cc4ccccc4)c(=O)[nH]3)C2)cc1 (stereo not given)	-0.4	-1.1	-2	-9	26	4	13	26	5
O=[N+]([O-])c1cc(C(F)(F)F)ccc1Oc1cccnc1[N+](=O)[O-]	-0.1	1.1	6	1	15	-1	13	20	4
O=C(COc1ccc(Br)cc1)N1CCC(c2ccccc2)C1 (stereo not given)	0.9	-0.1	-1	0	14	1	10	3	13
COc1cccc2c(=O)cc(C)n(CC(=O)Nc3ccc(Br)cc3)c12	0.1	0.5	-5	-11	7	-2	2	-4	8
COc1ccc(CN2CCn3ncc(C(=O)Nc4cccc(C)c4)c3C2=O)cc1	0.4	-1.2	4	-2	10	-5	9	-23	11
COC(=O)C1=C(C(=O)OC)C(c2cc(Cl)ccc2O)c2sc(=O)[nH]c2S1 (stereo not given)	-0.3	-8.1	4	-1	23	3	15	3	3
COc1ccc(NC(=O)c2ccco2)c(NC(=O)Cc2cccs2)c1	0.2	-0.5	5	-5	18	-2	3	-4	13
O=C1Cc2ccccc2N1c1c(Cl)cccc1Cl	0.7	-2.9	19	7	27	0	24	-2	13
Cc1cn(CCC(=O)Nc2ccc(N3CCOCC3)cc2)c2ccccc12	0.2	-1.3	-2	1	4	-1	0	-22	12
CCN1C=C(Cc2ccccc2C)C2=C(C1)C(c1ccccc1C)C(C#N)=C(N)O2 (stereo not given)	-1.1	-2.6	-5	-12	23	2	2	14	7
Cc1nnc(Nc2ccc(O)cc2)[nH]c1=O	-0.1	-1.7	0	3	21	-4	8	-8	3
CN(C)c1ccc2c(c1)OC(N)=C(C#N)C2c1cccc(F)c1 (stereo not given)	-0.8	-19	0	8	-5	1	9	/	/
CCCOc1cccc(CN2CCCCC2c2cccnc2)c1 (stereo not given)	-0.3	-1.1	2	-8	6	2	8	31	9
CCOC(=O)c1cnc(SCC(=O)Nc2ccc(NC(=O)CC)c(OC)c2)nc1N	5.2	0.8	1	12	9	0	8	4	7
COc1ccc(C(C)=O)cc1CN1C(=O)NC2(CCCC2)C1=O	1.0	0.8	-10	0	6	-3	5	8	9
CCOc1ccccc1/C=C(/NC(=O)c1ccccc1)C(=O)NC(C)c1ccccc1 (stereo not given)	0.4	2.7	0	-9	16	1	3	18	4
CCOC(=O)c1cnc2ccccc2c1Nc1ccc(C(=O)O)cc1	23	0.1	-1	-13	18	-2	8	-1	9
COc1cc(C2C(N3C(=O)c4ccccc4C3=O)C(=O)N2c2cccc(C)c2)cc(OC)c1OC (stereo not given)	-0.2	-2.3	10	-10	8	2	14	6	9
CC(C)Oc1ccc(N2C(=O)c3ccccc3C2=O)cc1	-0.2	1.1	-4	3	-4	1	13	19	10
CCOC(=O)N1CCN(c2c(Nc3ccc4c(c3)OCCO4)c(=O)c2=O)CC1	4.3	0.3	1	-41	4	-1	6	9	6
COc1ccc(C2=NOC(C(=O)NCc3ccccn3)C2)cc1OC (stereo not given)	0.0	1.2	-3	-7	4	-1	3	20	5
Cc1nc(SCC(=O)NC(C)(C#N)C2CC2)c2c(-c3cccs3)csc2n1 (stereo not given)	-0.2	3.8	-2	1	4	0	9	10	9
CSc1ccc(Cl)c(C(=O)OCC(=O)Nc2ccccc2OC(F)F)c1	0.7	0.3	7	-2	8	-3	13	28	10
O=C(CSc1ncn[nH]1)Nc1ccc(S(=O)(=O)Nc2ncccn2)cc1	2.4	0.5	11	3	12	-2	-1	13	10
Cc1ccc(S(=O)(=O)Nc2ccccc2CNc2ccc(Br)cn2)cc1	0.5	3.0	10	2	25	1	15	70	10
O=P(c1ccccc1)(c1ccccc1)C(O)c1ccccn1 (stereo not given)	0.0	1.6	3	-11	10	-3	5	6	2
CC(C)N(CC#CCC(O)(c1ccccc1)C1CCCC1)CCO (stereo not given)	-1.7	2.4	-3	2	9	2	4	28	15
CCc1ccc2nc(-c3cccc(C)c3)nc(SCC(=O)NCC3CCCO3)c2c1 (stereo not given)	-0.1	-1.2	-4	-2	21	-5	9	45	11
CC(C)OCCCn1c(=NC(=O)c2cccs2)c(C#N)cc2c(=O)n3ccccc3nc21	-0.1	-6.8	-4	-1	0	1	0	-18	8
Cc1ccc(CNC(=O)c2ccc(Cl)cc2[N+](=O)[O-])cc1	0.0	-0.5	6	2	10	-3	11	14	14
CC1CCc2c(C(=O)Nc3nccs3)csc2C1 (stereo not given)	66	4.8	4	-1	15	6	4	-24	3
Nc1ncnc2c1ncn2Cc1ccccc1	2.0	-1.5	1	0	2	3	11	11	14
COc1ccc(Cl)cc1C(=O)NNC(=O)c1cccnc1	0.0	-2.3	4	-13	-14	3	10	-42	4
O=C(CC1COc2ccccc2O1)NCc1ccccc1 (stereo not given)	/	7.5	5	2	12	-1	11	22	9
CCC(C)NC(=O)CCc1nc2ccccc2n1-c1ccccc1 (stereo not given)	-0.7	0.3	-4	-4	6	8	4	12	8
C[C@H](NC(=O)c1nc[nH]c1C(=O)N[C@@H](CCCCNC(=O)OC(C)(C)C)C(=O)OC(C)(C)C)c1ccccc1	1.6	4.5	-1	-1	4	/	4	26	8
CN1C(=S)SC(N(O)C(=O)NC2CCCCC2)C1(C)C (stereo not given)	0.2	-0.1	4	2	-3	-2	15	3	4
C=C(C)Cn1c(N2CCC(Cc3ccccc3)CC2)nc2c1c(=O)[nH]c(=O)n2C	0.1	-6.6	-4	-2	26	0	3	99*	15&10
CCC1(CC)N([O-])C(C)=C(c2ccccc2)[N+]1=O	0.7	0.6	-4	-12	-9	-1	9	-9	7
Cn1c(CCNC(=O)c2ccc(Cl)cc2)n[nH]c1=S	0.0	-2.6	1	-2	13	-4	12	-24	10
COc1ccc2c(=O)c3c(=O)n(Cc4ccco4)c(-c4ccco4)nc3oc2c1	-0.6	-3.0	4	-46	26	-3	15	-6	6
Cc1ccc(CNC(=O)C2CC(c3cccc(F)c3)=NO2)cc1 (stereo not given)	-0.5	4.3	3	-3	14	/	15	19	4
CCOC(=O)C1=C(N)OC2=C(C(=O)CCC2)C1c1ccccc1OC (stereo not given)	0.9	-0.1	-2	-3	/	-2	3	-9	1
Cc1ccc(Sc2ncccc2COC(=O)NC(C)C)cc1	0.5	-0.7	-4	-1	2	6	-11	-29	3
COc1ccccc1/C=C/C=N/NC(=O)c1cnccn1	-1.1	-0.5	-2	-66	7	4	4	-19	7
COC(=O)c1c(C)oc(C)c1S(=O)(=O)NCc1ccc(Cl)cc1	-0.1	2.8	0	-3	14	8	6	30	6
O=S(=O)(Cc1ccccc1)Cc1cnc(Cl)s1	1.3	2.7	-7	-4	-1	-1	-7	7	14
CC(=O)CC1(O)C(=O)N(CN2CCN(c3ccccc3)CC2)c2ccccc21 (stereo not given)	-0.3	-1.9	-5	2	-1	0	3	-1	-4
COc1ccc(CN(C(=O)Cn2nnc3ccccc32)C(C(=O)NC(C)(C)C)c2ccco2)cc1 (stereo not given)	-0.4	-1.8	2	6	15	5	7	14	8
O=C(NC1=NCCS1)C1CC(=O)N(c2ccc(Cl)cc2)C1 (stereo not given)	0.4	0.1	-2	3	3	1	4	14	7&10
Cc1nc2ccc(NC(=O)c3ccc(S(=O)(=O)N(C)c4ccccc4)cc3)cc2s1	2.2	4.8	-2	22	25	-1	6	28	19
CC(c1ccccc1)n1cnc2ccccc21 (stereo not given)	-0.2	2.6	20	-3	14	2	24	9	8
CC(=O)Nc1ccccc1Oc1ccccc1	0.1	0.5	-4	-6	12	-1	12	18	9
OC(COc1ccccc1)CN1CCN(CC(O)COc2ccccc2)CC1 (stereo not given)	-0.8	0.6	3	0	10	0	12	38	5
NC(=O)C1CCN(c2cc(Cl)nc(N)n2)CC1	13	-0.3	-3	0	-10	2	5	21	18

(list continues)
SMILES	L929 necroptosis	TNF death inh	FXIa inh 1536	Tb hexokinase	PPC-1+TRAIL kill	Wee1 degr inh	FXIIa inh	CHOP inh	PGE2 EP2 inh
Cc1c(OCc2ccccc2)c(=O)ccn1Cc1ccc(F)cc1	1.0	-4.3	-3	-12	-4	-1	9	39	4
CC(/C=N/NC(=O)c1cccs1)=C\c1ccco1	4.5	3.4	-4	-48	19	4	3	-28	7
OC(CNCc1ccc(F)cc1)(c1ccccc1)c1ccc(F)cc1 (stereo not given)	0.5	0.0	-1	11	16	-3	8	54	10
CCCn1cnc2cc(NCc3cccs3)ccc21	0.8	3.2	2	-4	17	-2	11	-10	6
CCOC(=O)c1c(NC(=O)CN2CCN(C(=O)c3ccco3)CC2)sc(C(N)=O)c1C	0.2	0.6	-4	0	-8	-1	4	-11	3
Cc1ccc(-c2nnc(N3CCN(C(=O)Cn4c(=O)n(C)c5ccccc54)CC3)c3ccccc23)cc1	-0.6	-3.0	1	-10	13	-1	11	5	13
N/C(=N\NC(=O)c1ccccc1Cl)c1cc2ccccc2oc1=O	-0.5	0.1	2	-18	-1	5	-3	-29	5
Cc1ccc(C)c2[nH]c(=O)c(CCNC(=O)c3ccc4c(c3)OCO4)cc12	1.9	0.8	0	8	15	5	0	14	8
CCc1[nH]c(C)c(C(C)=O)c1C	-0.3	-2.5	1	1	16	-1	9	15	8
CCC(CC)NCCOC(=O)c1ccc([N+](=O)[O-])cc1	-1.0	0.5	-6	-5	-5	8	8	-10	9
O=C1/C(=N/n2cnnc2)c2ccccc2N1Cc1ccccc1	-0.3	-8.3	-1	0	28	0	1	39	11
COC(=O)Cn1cnc2c(C#N)c3n(c2c1=O)CCCCC3	0.1	-2.1	13	4	0	-1	-1	23	7

No new results follow: an excerpt of the list.
SMILES	L929 necroptosis	TNF death inh	FXIa inh 1536	Tb hexokinase	PPC-1+TRAIL kill	Wee1 degr inh	FXIIa inh	CHOP inh	PGE2 EP2 inh
Cc1ccc(C)c2[nH]c(=O)c(CCNC(=O)c3ccc4c(c3)OCO4)cc12	1.9	0.8	0	8	15	5	0	14	8
CCc1[nH]c(C)c(C(C)=O)c1C	-0.3	-2.5	1	1	16	-1	9	15	8

High-throughput results as filed in PubChem.
